High-throughput results from PubChem BioAssay.
FH mod: Identification of activators of human fumarate hydratase by quantitative high-throughput screening; FH coupled MDH/diaphorase resazurin fluorescence, 15 min; Potency, µM (doses to about 79.9 µM), for the others: top-dose activity change, negative = inhibition, usual class: inhibitors; 54,000 tested, 0.22% active; AID 1347055, 2019; note: potency is the fitted concentration of half-maximal effect; % is set by controls: 0 for no effect and ±100 for the full control effect; the screen sought activators but most active calls are inhibition curves; nearly all actives have a fitted effect of over 45% in size
Target sequence (P07954 whole entry, looked up): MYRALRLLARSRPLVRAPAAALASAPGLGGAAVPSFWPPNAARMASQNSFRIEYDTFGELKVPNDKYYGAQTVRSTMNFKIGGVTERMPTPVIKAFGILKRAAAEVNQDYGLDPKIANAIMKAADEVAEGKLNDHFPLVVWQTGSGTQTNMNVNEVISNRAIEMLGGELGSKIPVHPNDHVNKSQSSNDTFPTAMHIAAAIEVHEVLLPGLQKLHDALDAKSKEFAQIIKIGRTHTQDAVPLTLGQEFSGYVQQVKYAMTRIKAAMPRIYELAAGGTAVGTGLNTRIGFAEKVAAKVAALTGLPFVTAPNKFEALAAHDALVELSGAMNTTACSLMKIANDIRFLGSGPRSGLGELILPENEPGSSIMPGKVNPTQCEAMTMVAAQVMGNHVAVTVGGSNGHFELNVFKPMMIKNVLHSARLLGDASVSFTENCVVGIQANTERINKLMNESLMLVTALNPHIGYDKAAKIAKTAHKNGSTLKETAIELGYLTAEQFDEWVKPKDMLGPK
p53null 32C tox: p53 null cell cytotoxicity, permissive temperature. H1299-neo p53 null cells, ATP luminescence, 24 h, 32C. Potency, µM (series often up to 46.1 µM), for the others: at the top dose activity change, negative = cytotoxicity, actives largely listed as cytotoxic. 55,000 tested, 0.62% active. AID 903;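 note: potency is the fitted concentration of half-maximal effect; 0% = DMSO only and -100% = full killing by 100 µM tamoxifen; nearly all actives have a fitted effect of over 55% in size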
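Cells lacking p53 (H1299-neo) are plated at 600 per well and allowed to settle overnight at 37C. Test compounds (up to 46 uM) are added and held 24 hours at 32C, then ATP is quantified by luminescence.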
GALK inh: inhibits human galactokinase. Potency, µM (highest dose often 57.5 µM), inactives show at the highest dose activity, negative = inhibition, hits mostly inhibitors. 44,000 tested, under 10 active. recombinant GALK, Kinase-Glo ATP luminescence, 1 h. P51570;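 note: plate controls were full GALK reaction for no effect and reaction lacking GALK for full effect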
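Compounds were pinned into ATP buffer, then GALK-galactose mix was added (final 5 nM enzyme, 35 uM ATP, 100 uM galactose, pH 8.0). After 1 h at room temperature, Kinase-Glo Plus was added and luminescence read.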
NTMT1 inhibitor: NTMT1 methyltransferase inhibition; Q9BV86; 59,000 tested, 2.5% active; Potency, µM (doses to about 114 µM), for the others: top-dose activity change, negative = inhibition, actives largely listed as inhibitors; AID 1645870; NTMT1 MTase-Glo SAH luminescence, purified enzyme;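 note: potency is the fitted concentration of half-maximal effect; plate controls were DMSO vehicle for no effect and no enzyme for full effect; nearly all actives have a fitted effect of over 65% in size; many of its hits are not listed in these tables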
Target sequence (Q9BV86 whole entry, looked up): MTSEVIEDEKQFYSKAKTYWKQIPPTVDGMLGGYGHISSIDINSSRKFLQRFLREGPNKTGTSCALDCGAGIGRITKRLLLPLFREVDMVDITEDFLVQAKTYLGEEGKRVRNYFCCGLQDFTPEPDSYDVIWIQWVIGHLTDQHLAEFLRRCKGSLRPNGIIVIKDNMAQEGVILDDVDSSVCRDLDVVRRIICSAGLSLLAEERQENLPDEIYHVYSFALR
p53null 39C kill: p53 null cell cytotoxicity, nonpermissive temperature. H1299 p53-null (neo) cells, 39C, ATPlite viability, 24 h. Potency, µM (top dose mostly 46.1 µM), without a hit: at the highest dose activity, negative = cell killing, most hits filed as cytotoxic. 55,000 tested, 0.97% active;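 note: potency is the fitted concentration of half-maximal effect; 0% = DMSO only and -100% = full killing by 100 µM tamoxifen; nearly all actives have a fitted effect of over 50% in size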
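Concentration-response (up to 46 uM) was run for 24 h at the nonpermissive 39C on H1299-p53A138V or H1299-neo cells. ATP content was measured with ATPlite luminescence. AC50 values were Hill-modeled after normalizing between DMSO and 100 uM tamoxifen killing.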
PTAP-TSG101 blk: TSG101-PTAP interaction inhibition, HIV-1 budding; Q99816; Fluorescence polarization, FITC-PTAP peptide/Tsg101, 20 min; Potency, µM (highest dose often 115 µM), for inactives: at the highest dose activity change, negative = inhibition, hits mostly inhibitors; 44,000 tested, under 10 active; AID 1347069; note: potency is the fitted concentration of half-maximal effect; 0% is about no effect
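Read-out is FITC fluorescence polarization. Compounds were added to Tsg101 binding domain (10 uM final), then FITC-PTAP peptide (50 nM final), 20 min at r.t. Total S+P intensity flags fluorescent compounds.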
B2AR arrestin ag: agonists recruiting beta-arrestin to human beta2-adrenergic receptor. HTLA Tango cells, beta-arrestin recruitment, luciferase luminescence, 18 h. Potency, µM (doses to about 46.1 µM), for the others: at the top dose activation, actives largely listed as activators. 44,000 tested, under 10 active. AID 1347077;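 note: potency is the fitted concentration of half-maximal effect; 0% = DMSO and full agonism = EC100 isoproterenol or metaproterenol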
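First, Tango cells carrying beta2-AR and beta-arrestin fusions received compound up to 46 microM. After 18 hr at 37 degrees C, luciferase substrate was added for 15 minutes, then luminescence gave %Activity for curve fitting.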
An asterisk follows results filed as active; ? = inconclusive; nt = not tested or not shown; [ ] = remark or other dose. Calls come from the whole dose curve; as a rule, active = well fitted curve in the direction sought with a large enough effect; inconclusive = small, poorly fitted or top-dose-only effect, or another doubt; inactive = no such curve, though single readings can be large; an effect the other way counts as inactive or inconclusive. This is a subset; count on the stated rates, not on these rows.

Results follow in this order: PTAP-TSG101 blk	FH mod	NTMT1 inhibitor	GALK inh	p53null 32C tox	B2AR arrestin ag	p53null 39C kill
1	Cc1cccc(Nc2nc3ccccc3n3c(N)nnc23)c1
    2%	1%	-8%	1%	-5%	-2%	-22%
2	CCOC(=O)N1CCN(C(=O)c2ccc3c(c2)N(Cc2cccc(Cl)c2)C(=O)c2ccccc2S3=O)CC1 (configuration not stated)
    2%	-11%	0%	1%	1%	-1%	8%
3	COc1cc2c(cc1OC)C(CC(=O)O)N(C(=O)Nc1cc(OC)c(OC)c(OC)c1)CC2 (configuration not stated)
    -4%	-2%	?	2%	5%	4%	-11%
4	CCOC(=O)C1CCN(c2nc3c(S(=O)(=O)c4ccc(CC)cc4)nnn3c3ccc(Cl)cc23)CC1
    3%	-20%	6%	5%	7%	-1%	-15%
5	CCOc1ccccc1CNC(=O)c1ccc2nc(N3CCC(C)CC3)sc2c1
    2%	-16%	-2%	-10%	-6%	0%	12%
6	Cc1[nH]n2c(=O)cc(-c3ccccc3Cl)nc2c1-c1ccccc1
    -22%	6%	-4%	2%	nt	0%	nt
7	Cc1ccc(Cl)cc1N1CCN(C(=O)c2c(C)oc3ncnc(N4CCCCC4)c23)CC1
    -11%	-14%	-4%	1%	28%	0%	11%
8	Cc1oc(C)c2c(=O)cc(-c3ccc4c(c3)OCO4)cc(OC(=O)c3cccc(Br)c3)c12
    -2%	-17%	?	0%	3%	0%	2%
9	COc1ccc2cc3c(N)nn(C(=O)c4ccccc4Cl)c3nc2c1
    0%	-5%	-15%	-2%	0%	0%	?
10	COCCNc1nc2c(c(=O)n(C)c(=O)n2C)n1Cc1c(F)cccc1Cl
    -2%	0%	-3%	1%	3%	0%	-25%
11	CC(C)c1nn2c(=O)cc(COC(=O)c3ccc(NC(=O)c4cccs4)cc3)nc2s1
    -3%	3%	-2%	-5%	1%	-1%	1%
12	COc1ccc(S(=O)(=O)c2cnc3cc(OC)c(OC)cc3c2N2CCCC(C)C2)cc1 (configuration not stated)
    -1%	-21%	?	1%	17%	7%	73%[activator]
13	COc1ccc(Cl)cc1NC(=O)c1c(NCc2ccc(C)o2)sc2c1CCC(C)C2 (configuration not stated)
    1%	?	?	2%	-19%	-1%	12%
14	O=C(NCCc1ccccc1)c1ccc(CSc2nc3cccnc3n2Cc2ccc(F)cc2)cc1
    -7%	-22%	-2%	4%	12%	1%	-1%
15	O=C(Nc1ccc(Br)cc1F)N1CCC(CN2CCCC2)CC1
    1%	-12%	-7%	1%	1%	0%	2%

Compounds listed so far containing a thiophene ring, fused or not:
Results follow in this order: PTAP-TSG101 blk	FH mod	NTMT1 inhibitor	GALK inh	p53null 32C tox	B2AR arrestin ag	p53null 39C kill
11	CC(C)c1nn2c(=O)cc(COC(=O)c3ccc(NC(=O)c4cccs4)cc3)nc2s1
    -3%	3%	-2%	-5%	1%	-1%	1%
13	COc1ccc(Cl)cc1NC(=O)c1c(NCc2ccc(C)o2)sc2c1CCC(C)C2 (configuration not stated)
    1%	?	?	2%	-19%	-1%	12%

(list continues)
Results follow in this order: PTAP-TSG101 blk	FH mod	NTMT1 inhibitor	GALK inh	p53null 32C tox	B2AR arrestin ag	p53null 39C kill
16	CC(NC(=O)CCCC1=NS(=O)(=O)c2ccccc2N1)c1ccccc1 (configuration not stated)
    -1%	-19%	18%	-2%	9%	-3%	15%
17	Cc1cccc(NC(=O)NCCn2c(=O)oc3ccc(C)cc32)c1
    -1%	-7%	6%	-3%	-6%	0%	2%
18	COc1ccc(CNS(=O)(=O)c2ccc3c(c2)NC(=O)C(C)C(=O)N3)cc1 (configuration not stated)
    -5%	-3%	-3%	-2%	-5%	-3%	-4%
19	COc1ccc2c(C)cc(SCC(=O)Nc3nsc(-c4ccc(C(C)(C)C)cc4)n3)nc2c1
    -7%	-25%	-1%	1%	?	0%	?
20	CCOc1ccc(NC(=O)Cn2c(=O)n(Cc3nc(-c4ccccc4)no3)c(=O)c3cc4c(cc32)OCO4)cc1
    6%	-7%	0%	0%	0%	0%	9%
21	COc1ccc(-c2cn3nc(N4CCC(C(=O)NCc5ccc(F)cc5)CC4)sc3n2)cc1
    0%	-1%	-2%	6%	-1%	0%	-17%
22	Cc1ccc(NC(=O)/C=C/c2ccccc2)c(Br)c1
    3%	-8%	-2%	1%	-22%	0%	-28%
23	Clc1ccccc1CN1CCc2nc(N3CCN(c4ncccn4)CC3)ncc2C1
    -6%	7%	?	0%	-5%	0%	0%
24	CCCCn1c(=NC(=O)C(C)(C)Oc2ccc(Cl)cc2)c(C(=O)OCC)cc2c(=O)n3ccccc3nc21
    -1%	-22%	6%	6%	-2%	-1%	15%
25	CCCc1nn2c(=O)cc(COC(=O)C3CCCCC3)nc2s1
    -5%	3%	2%	3%	2%	-1%	0%
26	Cn1c(SCC(=O)Nc2ccccc2F)nc2c([nH]c3ccccc32)c1=O
    -3%	7%	11%	1%	-1%	0%	-5%
27	COc1cc(NC(=O)c2nc3cc(C)c(C)cc3n(C)c2=O)cc(OC)c1OC
    -4%	-2%	-3%	-8%	3%	0%	-28%
28	COc1ccc(CCNC(=O)C(=O)NCC(c2cccs2)S(=O)(=O)c2cccs2)cc1 (configuration not stated)
    -1%	-16%	2%	-8%	20%	-4%	-1%
29	COc1ccc(CN2CCc3c(c(=O)n4ncc(C(=O)N5CCN(c6ccc(F)cc6)CC5)c4n3C)C2)cc1
    0%	?	?	-2%	-4%	0%	-2%
30	CCc1cccc(C)c1Nc1c(-c2ccccc2)nc2sccn12
    1%	-18%	-21%	1%	37%[activator]	1%	7%
31	CC(=O)c1cc(-c2ccccc2)n(CCC(=O)NCc2ccc(C)cc2)c1C
    1%	3%	3%	-2%	10%	1%	6%
32	COc1ccc(NS(=O)(=O)c2cc(-c3onc(C)c3C)ccc2C)c(OC)c1
    -1%	-19%	0%	-1%	2%	0%	-1%
33	CCOC(=O)c1ccc2c(c1)N(Cc1ccc(F)cc1Cl)C(=O)c1ccccc1S2(=O)=O
    -2%	-8%	1%	0%	3%	-1%	14%
34	COc1ccc(-c2cn3nc(SCC(=O)Nc4ccccc4F)ccc3n2)cc1
    -2%	15%	-17%	1%	-27%	1%	?
35	CCOc1ccccc1CNC(=O)c1cc(-c2ccc(OC)cc2)nc2ccc(C(C)C)cc12
    -3%	-14%	8%	3%	-11%	-1%	2%
36	COc1cccc(-c2nc(-c3ccc(-c4ccccc4)nc3OC)no2)c1
    1%	-37%	-6%	0%	-11%	1%	1%
37	COc1cc(OC)c(Nc2cc(C)nc3ncnn23)cc1Cl
    0%	3%	7%	2%	6%	-2%	3%
38	COc1ccc(C(=O)Nc2nnc(S(=O)(=O)N(CC(C)C)c3ccc(C)cc3)s2)cc1OC
    -2%	-10%	21%	3%	-24%	1%	-29%
39	CCS(=O)(=O)N1CCc2cc(C(=O)NCc3ccc(OC)cc3)ccc21
    2%	-3%	23%	2%	-16%	-3%	9%
40	CCOC(=O)CCn1cnc2onc(-c3cc(OC)ccc3Cl)c2c1=O
    -2%	-2%	-11%	-2%	-2%	1%	6%
41	COc1ccc(C(C)=O)cc1CSc1nc(NCc2ccc(Cl)cc2)c2ccccc2n1
    -2%	-30%	30%	3%	-10%	-1%	-2%
42	CCc1cccc(CC)c1N(COC)C(=O)Cn1c(CC)nc2ccccc21
    -7%	-4%	0%	2%	4%	-2%	30%[activator]
43	CCOC(=O)c1c(NC(=O)c2ccc(S(=O)(=O)N(C)C3CCCCC3)cc2)sc2c1CCN(C(C)C)C2
    -8%	-12%	5%	-1%	4%	0%	23%
44	CCCOc1ccc(-c2nc3ccccc3c(=O)o2)cc1
    -6%	4%	-20%	-1%	16µM*	0%	5µM*
45	COc1ccc(OC)c(NC(=O)N2c3ccccc3Sc3ccccc32)c1
    1%	-21%	10%	0%	2%	-2%	22%

Only FH mod, for some of the entries so far:
item | Structure | FH mod
42 | CCc1cccc(CC)c1N(COC)C(=O)Cn1c(CC)nc2ccccc21 | -4%
43 | CCOC(=O)c1c(NC(=O)c2ccc(S(=O)(=O)N(C)C3CCCCC3)cc2)sc2c1CCN(C(C)C)C2 | -12%

(more compounds)
Results follow in this order: PTAP-TSG101 blk	FH mod	NTMT1 inhibitor	GALK inh	p53null 32C tox	B2AR arrestin ag	p53null 39C kill
46	Cc1noc(C)c1S(=O)(=O)N1CCC(C(=O)N2CCN(c3ccccc3)CC2)CC1
    -7%	2%	8%	1%	-2%	-2%	-5%
47	CCn1cc(C(=O)N2CCN(c3ccccc3F)CC2)c(=O)c2cc(S(=O)(=O)N(C)C3CCCCC3)ccc21
    0%	-15%	9%	-3%	16%	1%	13%
48	CC(C(=O)NCc1ccccc1Cl)n1ccc2cc(S(=O)(=O)N3CCCCC3)ccc21 (configuration not stated)
    0%	-20%	27%	-3%	-2%	-1%	-8%
49	O=C(Cn1cc(S(=O)(=O)Cc2ccc(F)cc2)c2ccccc21)NCCc1ccccc1
    -2%	-7%	-2%	-5%	-11%	1%	-20%
50	COC(=O)CNC(=O)C1CCN(S(=O)(=O)c2cccc3nsnc23)CC1
    -6%	-16%	-4%	8%	-9%	1%	-15%
51	CCOC(=O)c1ccc(NC(=O)CC(C)n2nc(C)cc2C)cc1 (configuration not stated)
    -1%	?	-1%	-1%	-11%	0%	-4%
52	COc1ccc(OC)c(NC(=O)N2CCN(Cc3nc4ccc(C)cc4o3)CC2)c1
    -6%	4%	3%	0%	-7%	1%	-2%
53	COc1ccc(CCNC(=O)c2cnc3sc(N4CCCC4)nn3c2=O)cc1OC
    -2%	-6%	-9%	-2%	-9%	1%	-9%
54	O=c1cc2nc(-c3ccccc3F)nc(SCc3ccc(Br)cc3)n2[nH]1
    1%	?	-10%	2%	0%	-1%	33%[activator]
55	COc1ccccc1CNC(=O)CN1C(=O)CCCc2ccccc21
    -1%	-4%	?	-2%	2%	1%	2%
56	Cc1cc(O)c2c(C)c(CC(=O)NCc3ccccc3Cl)c(=O)oc2c1
    -2%	nt	nt	6%	8%	0%	-7%
57	O=C(CSc1nc2c([nH]c3ccccc32)c(=O)n1-c1ccc(F)cc1)NCc1ccccc1
    -2%	11%	0%	-5%	-11%	0%	-12%
58	Cc1ccc(C)c(S(=O)(=O)NCC(c2ccco2)S(=O)(=O)c2ccc(F)cc2)c1 (configuration not stated)
    5%	-26%	12%	-2%	39%[activator]	0%	?
59	CCC(=O)Nc1ccccc1C(=O)OCc1cc(=O)n2cc(C)sc2n1
    -3%	-9%	0%	-1%	-2%	0%	-20%
